TIM10 inh: inhibits growth of TIM10 yeast strain | S. cerevisiae TIM10 strain growth, BacTiter-Glo luminescence, 24 h | inhibition, % at 10 µM | actives 1.4% (n = 330,000);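 active means inhibition of 40% or more at the single tested concentration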;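 further: wild-type TIM10 isogenic control strain grown at permissive 25 °C; 0% = DMSO yeast wells and 100% = minimal medium wells without yeast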
ATG4B inh: blocks human ATG4B protease cleavage of LC3 substrate; Q9Y4P1; ATG4B cleavage of LC3-PLA2, NBD-HPC fluorescence, 1 h; inhibition, % at 8.33 µM; actives 0.51% (n = 340,000); AID 504462; in the data active means inhibition above about 40%
Target sequence (Q9Y4P1 whole entry, looked up): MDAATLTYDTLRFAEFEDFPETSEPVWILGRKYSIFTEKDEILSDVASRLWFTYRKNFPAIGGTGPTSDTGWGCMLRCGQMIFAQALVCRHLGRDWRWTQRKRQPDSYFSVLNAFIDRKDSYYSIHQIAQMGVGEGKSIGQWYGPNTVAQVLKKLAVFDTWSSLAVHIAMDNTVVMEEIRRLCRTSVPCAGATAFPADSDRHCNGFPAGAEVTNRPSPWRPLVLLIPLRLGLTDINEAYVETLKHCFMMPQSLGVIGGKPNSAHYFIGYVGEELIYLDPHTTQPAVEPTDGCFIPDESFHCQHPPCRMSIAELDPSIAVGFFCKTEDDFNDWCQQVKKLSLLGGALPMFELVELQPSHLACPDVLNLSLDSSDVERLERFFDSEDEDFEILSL
hIAP act: increases human intestinal alkaline phosphatase activity; P09923; activation factor at 10 µM; purified human IAP, CDP-Star luminescence, 30 min; active compounds read high; 1 = vehicle-only enzyme, 0 = enzyme-free background; actives 0.16% (n = 330,000);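 active means activation factor of the enzyme at least 2-fold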; further: the source names both 10 and 20 µM as test concentration; values of inactives mirror those of a sister screen read the other way
Target sequence (P09923 whole entry, looked up): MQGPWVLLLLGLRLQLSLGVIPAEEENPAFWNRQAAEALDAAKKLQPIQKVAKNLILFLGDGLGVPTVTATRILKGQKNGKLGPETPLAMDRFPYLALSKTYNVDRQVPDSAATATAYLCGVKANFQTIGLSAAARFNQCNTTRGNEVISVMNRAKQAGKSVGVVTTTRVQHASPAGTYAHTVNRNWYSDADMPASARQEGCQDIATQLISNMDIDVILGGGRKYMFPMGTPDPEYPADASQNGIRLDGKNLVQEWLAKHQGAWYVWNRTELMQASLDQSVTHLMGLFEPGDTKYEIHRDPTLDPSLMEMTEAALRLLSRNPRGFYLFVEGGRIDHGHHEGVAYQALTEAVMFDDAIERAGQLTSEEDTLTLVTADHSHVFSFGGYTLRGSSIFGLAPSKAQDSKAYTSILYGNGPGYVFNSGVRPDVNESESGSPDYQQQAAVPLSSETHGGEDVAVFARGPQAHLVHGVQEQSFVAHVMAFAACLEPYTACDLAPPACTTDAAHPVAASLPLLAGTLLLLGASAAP
mIAP act: mouse IAP activation. activation factor at 10 µM. AID 2805. muIAP, CDP-Star luminescence, 30 min; active compounds read high; 1 = vehicle-only enzyme signal, 0 = enzyme-free wells. actives 0.24% (n = 330,000);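 active means activation factor of at least 2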; further: the source names both 10 and 20 µM as test concentration; values of inactives mirror those of a sister screen read the other way
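Assay system: mouse IAP enzyme; reagent: chemiluminescent substrate CDP-Star; dosing: test compounds delivered from DMSO solution; schedule: 30 min at room temperature; measured by: luminescence from enzymatic CDP-Star hydrolysis; controls: DMSO-only wells and no-enzyme negative control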
Apaf-1 inh: human Apaf-1 inhibition | reconstituted apoptosome caspase-3 activity, DEVD-Rh110 fluorescence | inhibition, % at 20 µM | actives 0.71% (n = 330,000) | AID 489030; active means inhibition of at least 40% at 20 µM;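 further: plate controls were DMSO wells for no effect and DEVD-CHO caspase inhibitor wells for full effect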
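detection = Rh110 fluorescence intensity | test system = biochemical Apaf-1 apoptosome reconstitution | also added = cytochrome c and DEVD-Rh110 substrate | schedule = 30 min plus 50 min, RT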
hIAP inh: human IAP inhibition; P09923; inhibition, % at 10 µM; purified IAP, CDP-Star luminescence, 30 min; actives 0.12% (n = 330,000);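 active means inhibition reaching a set limit with compound at 10 µM in the primary screen, cut at about 35% in these data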;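 further: plate controls were DMSO wells with enzyme for no effect and no-enzyme buffer wells for full effect; values of inactives mirror those of a sister screen read the other way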
NLRP3 yeast inh: inhibitors of NALP3 inflammasome in yeast | Yeast reconstituted NLRP3/ASC/caspase-1, beta-gal luminescence, 24 h | inhibition, % at 10 µM | actives 0.39% (n = 330,000) | AID 2825;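 active means inhibition of 50% or more; inactive means inhibition below 50%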;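 further: plate controls were induced DMSO wells for no effect and uninduced yeast grown without galactose for full effect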
tim10-1 inh: inhibits growth of tim10-1 mutant yeast; S. cerevisiae tim10-1 ts strain growth, BacTiter-Glo, 24 h; inhibition, % at 20 µM; actives 2.2% (n = 330,000); AID 463190;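 active means inhibition of at least 40%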;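 further: mutant grown at 25 °C; 0% = DMSO wells with yeast and 100% = wells holding no yeast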
mIAP block: mouse IAP inhibition | purified mouse IAP, CDP-Star luminescence, 30 min | inhibition, % at 10 µM | actives 0.2% (n = 330,000);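 active means inhibition of at least 40% at 10 µM in the primary screen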;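 further: plate controls were DMSO with enzyme for no effect and no enzyme wells for full effect; values of inactives mirror those of a sister screen read the other way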
Starred values were filed as active, the others as inactive.

SMILES	TIM10 inh	ATG4B inh	hIAP act	mIAP act	Apaf-1 inh	hIAP inh	NLRP3 yeast inh	tim10-1 inh	mIAP block
CCCCNC(=O)CCC(=O)Nc1ccc2nc(N3CCN(C)CC3)cc(C)c2c1	-12.4	-6.3	1.05	1.07	-16.9	-4.6	15.5	3.0	-7.4
Clc1ncccc1OCc1ccccc1	-7.8	-7.1	1.07	1.07	4.4	-7.0	21.5	-6.8	-7.0
CCn1c(SCC(=O)Nc2ccccc2)nc2ccccc2c1=O	-20.0	0.2	0.983	1.04	-9.4	1.7	12.1	-2.6	-4.3
COCCn1cc(C(=O)N2CCN(C)CC2)c2c3ccccc3n(C)c2c1=O	-6.7	-2.2	0.94	1	-7.5	6.0	8.0	9.3	-0.1
COCCn1c(CNc2ccc(F)cc2)nnc1SCC(=O)Nc1ccc(OC)cc1OC	-9.7	-0.1	0.867	0.972	-9.2	13.3	17.5	11.7	2.8
CC(C)C[C@@H](CO)N1CCN(Cc2cccc(C#N)c2)CCC1=O	7.1	6.3	1.12	1.07	-1.3	-12.1	26.4	5.9	-7.1
NC(=O)CC(NC(=O)c1ccccc1)c1ccc(NCCc2ccc(Cl)cc2)c([N+](=O)[O-])c1 (centres undefined)	-10.4	7.9	0.911	0.902	24.7	8.9	20.3	-8.2	9.8
C=CCOc1nc2c(c(=O)n(Cc3ccc(Cl)cc3)c(=O)n2C)n1C	5.0	-13.9	0.991	0.926	4.7	0.9	55.1*	4.2	7.4
O=C(c1ccccc1F)N1CCN(c2ccccn2)CC1	-6.4	2.5	1.03	0.95	-5.9	-3.5	5.7	-2.8	5.0
Cc1ccc2cccc(NC(=S)NC(=O)c3c(Br)cnn3C)c2n1	18.5	-8.3	1	0.857	14.9	-0.4	14.3	37.5	14.3
O=C(Nc1ccccc1C(=O)O)c1cccc(NC(=O)c2ccc(Br)o2)c1	0.7	10.5	0.879	1.02	5.8	12.1	4.4	4.6	-2.5
CCn1cc(S(=O)(=O)NCCc2ccccc2OC)cn1	-2.9	-1.2	0.91	1.11	1.9	9.0	19.4	4.1	-11.4
CC(C)(C)C1CCC(=NNC(=O)C(=O)NCc2cccnc2)CC1 (centres undefined)	2.2	1.1	1.01	0.876	-15.4	-1.2	24.5	-13.6	12.4
CC1Cn2c(COc3ccccc3)nnc2S1 (centres undefined)	3.6	-3.4	1.06	0.913	3.0	-6.0	11.6	10.0	8.7
COCCOC(=O)C1=C(C)NC2=C(C(=O)CC(C)(C)C2)C1c1ccc(N(C)C)cc1 (centres undefined)	9.1	-9.9	0.954	1.13	-9.5	4.6	12.1	10.3	-12.8
CCOc1ccccc1NS(=O)(=O)c1c(C)[nH]c(C)c1C(=O)N1CCCCC1	10.8	-11.4	1	0.996	2.5	-0.3	5.8	0.6	0.4
O=C(NCCc1ccc(F)cc1)c1ccc2nccnc2c1	0.3	-2.2	0.895	0.953	-2.0	10.5	22.9	-5.0	4.7
O=C(O)c1cncc(SCc2ccccc2)n1	3.5	-3.5	1.04	1.05	2.4	-4.4	16.0	-0.3	-5.0
CCOC(=O)CSc1n[nH]c(NS(=O)(=O)c2ccccc2C(F)(F)F)n1	20.4	-1.8	1.22	0.949	2.0	-21.8	7.0	8.4	5.1
N#Cc1nc(Cc2cccc3ccccc23)oc1NCc1ccc2c(c1)OCO2	9.4	6.3	0.94	1.17	5.0	6.0	2.2	1.0	-16.6
Cc1nnc(NC(=O)c2ccccc2C(=O)O)s1	8.1	-0.2	0.984	0.927	-6.6	1.6	7.9	-1.4	7.3
CCc1nnc(NC(=O)CCC(=O)NCc2ccccc2Cl)s1	1.3	-5.6	1.23	1.02	-5.5	-22.5	18.8	2.3	-1.8
CN(C)S(=O)(=O)c1ccc(NC(=O)CCCNC(=O)c2ccc(Cl)cc2)cc1	-14.9	-2.9	1.02	1.03	3.4	-1.8	-2.6	4.7	-2.6
O=C1[C@H]2[C@@H](C3CC3)N3C(=O)CN(CC4CC4)C(=O)[C@@]3(Cc3ccccc3)[C@H]2C(=O)N1c1ccccc1	-3.2	2.5	1.02	0.999	9.1	-2.0	5.3	-10.8	0.1
O=C(OCc1nc2ccccc2s1)c1ccco1	13.7	-1.4	1.05	0.953	-10.7	-5.4	0.6	6.5	4.7

Gathered by group: the compounds so far containing fluorine
SMILES	TIM10 inh	ATG4B inh	hIAP act	mIAP act	Apaf-1 inh	hIAP inh	NLRP3 yeast inh	tim10-1 inh	mIAP block
COCCn1c(CNc2ccc(F)cc2)nnc1SCC(=O)Nc1ccc(OC)cc1OC	-9.7	-0.1	0.867	0.972	-9.2	13.3	17.5	11.7	2.8
O=C(c1ccccc1F)N1CCN(c2ccccn2)CC1	-6.4	2.5	1.03	0.95	-5.9	-3.5	5.7	-2.8	5.0
O=C(NCCc1ccc(F)cc1)c1ccc2nccnc2c1	0.3	-2.2	0.895	0.953	-2.0	10.5	22.9	-5.0	4.7
CCOC(=O)CSc1n[nH]c(NS(=O)(=O)c2ccccc2C(F)(F)F)n1	20.4	-1.8	1.22	0.949	2.0	-21.8	7.0	8.4	5.1

Two of the compounds above, with values under each structure.
The line under a structure holds: TIM10 inh	ATG4B inh	hIAP act	mIAP act	Apaf-1 inh	hIAP inh	NLRP3 yeast inh	tim10-1 inh	mIAP block
CC(C)C[C@@H](CO)N1CCN(Cc2cccc(C#N)c2)CCC1=O
 : 7.1	6.3	1.12	1.07	-1.3	-12.1	26.4	5.9	-7.1
N#Cc1nc(Cc2cccc3ccccc23)oc1NCc1ccc2c(c1)OCO2
 : 9.4	6.3	0.94	1.17	5.0	6.0	2.2	1.0	-16.6

Other structures follow.
SMILES	TIM10 inh	ATG4B inh	hIAP act	mIAP act	Apaf-1 inh	hIAP inh	NLRP3 yeast inh	tim10-1 inh	mIAP block
Cc1ccc(NC(=O)Nc2ccc3c(c2)N(C)C(=O)CS3)nc1	-13.8	-6.7	1.22	1.11	-1.0	-22.2	23.6	-26.8	-11.4
COc1ccc(C2(C)NC(=O)N(CC(=O)Nc3ccc4c(c3)OCO4)C2=O)cc1OC (centres undefined)	8.5	-11.8	0.918	0.858	-3.4	8.2	7.7	2.7	14.2
O=C1CCC/C(=N/NC(=O)c2sc3ccccc3c2Cl)C1	6.5	-15.8	2.77*	1.05	7.4	-177.2	-15.6	-1.1	-5.4
O=C(c1cc(COc2cccc(C(F)(F)F)c2)on1)N1CCC(Oc2cccnc2)CC1	43.2*	-11.2	1.16	0.983	17.4	-15.7	14.3	38.2	1.7
COc1ccc(/C=N/n2c(-c3n[nH]c4c3CCC4)n[nH]c2=S)cc1OC	25.5	-7.5	1.78	1.01	-0.1	-77.9	29.7	12.9	-1.2
Cc1ccc(C)c(NC(=O)CN(C)C(=O)c2ccc(Cl)nc2)c1	-13.3	-7.0	0.883	1.05	0.4	11.7	19.1	3.9	-4.8
Nc1cc(C(=O)O)ccc1Nc1ccc(F)c(F)c1	-0.6	7.2	1.07	0.998	-3.8	-6.8	8.6	6.6	0.2
Cc1csc(NC(=O)CSc2nc(C(C)C)nc3c2c(=O)n(C)c(=O)n3C)n1	3.0	0.8	0.814	0.917	12.9	18.6	13.9	-11.6	8.3
CC(C)CCC(CCNCc1ccccn1)c1ccc2c(c1)OCO2 (centres undefined)	8.5	7.2	1.39	1.29	4.6	-39.0	7.4	27.3	-29.1
O=C(CCl)Nc1cccc(S(=O)(=O)N2CCCCCC2)c1	19.9	-7.0	0.976	1.04	10.5	2.4	-6.7	40.7*	-4.2
O=C1COc2ccc(C(=O)CSc3nnc(NCc4ccccc4)s3)cc2N1	-23.6	-13.0	1.18	0.963	2.0	-18.1	-3.5	8.6	3.7
CC(=O)NO	-1.1	2.3	1.02	0.945	-12.8	-2.5	12.9	-18.1	5.5
CC1(CC(=O)Nc2ccccc2)NC(=S)N(c2ccccc2)N1 (centres undefined)	0.5	-6.9	1.06	0.861	3.0	-6.0	8.0	11.1	13.9
Cc1c(NC(=O)COc2ncnc3ccccc23)c(=O)n(-c2ccccc2)n1C	-10.5	4.7	1.06	1.09	-3.2	-6.1	6.4	7.3	-9.3
COc1ccc(NS(=O)(=O)c2cccc(C(=O)N3CCCC3)c2)cc1	-1.4	3.9	1.03	1.06	14.8	-3.5	9.1	6.4	-6.1
COc1ccc(C(=O)Nc2cccc(C(=O)N3CCCC3)c2)cc1	13.8	-6.4	0.886	0.968	6.6	11.4	15.6	14.5	3.2
O=C(Cn1cccc1)N1CCN(c2ccc(F)cc2)CC1	-8.6	-1.9	0.922	1.08	-2.2	7.8	3.8	-6.4	-8.4
CCc1c(C)nc2[nH]nc(-c3ccccc3)n2c1=O	0.3	-4.2	0.988	0.998	2.7	1.2	-22.1	11.2	0.2
Cc1oc2c(c(C)cc3oc(=O)c(CC(=O)NCC(=O)NCC(=O)NCC(C)O)c(C)c32)c1C (centres undefined)	17.4	-2.1	1.14	1.07	7.8	-14.1	12.8	20.7	-6.6
CC(C)NC(=O)c1cccc(NC(=O)CC2SC(N3CCCCC3)=NC2=O)c1 (centres undefined)	-4.2	-6.1	0.944	0.976	-1.9	5.6	-1.3	2.4	2.4
C#CCOCCOCCOCCNc1nc(N2CCOCC2)nc(N2CCN(C(=O)[C@H]([C@@H](C)CC)n3cc(CCCN=C(N)N)nn3)CC2)n1	11.3	-4.0	0.953	1.16	2.9	4.7	2.7	-0.7	-16.0
CCOC(=O)C(=O)Nc1cc([N+](=O)[O-])ccc1C	4.5	1.0	1.05	1.03	0.4	-4.9	-6.5	0.3	-3.1
COCCn1nnnc1CN(CCc1ccccc1)Cc1cc2ccc(C)cc2[nH]c1=O	23.4	-9.4	1.1	0.981	11.3	-10.4	-3.8	18.4	1.9
COc1cccc(NC(=O)CN(C)C(=O)CNC(=O)c2sc3ccccc3c2Cl)c1	-17.7	-72.1	1.09	1.04	21.4	-9.2	-1.3	15.6	-4.0
Cc1cc(NC(=O)Nc2ccc(OCc3ccccc3)cc2)n(C)n1	6.1	-9.1	1.5	1.27	0.1	-49.7	6.3	4.0	-27.4
Later entries:
SMILES	TIM10 inh	ATG4B inh	hIAP act	mIAP act	Apaf-1 inh	hIAP inh	NLRP3 yeast inh	tim10-1 inh	mIAP block
O=C(CN1C(=O)C2CC=CCC2C1=O)Nc1nnc(SCc2ccc(Cl)cc2)s1 (centres undefined)	-0.1	3.0	1.15	0.92	7.6	-14.8	5.9	19.0	8.0
O=C(NCCO)c1cc(-c2cc(C(=O)NCCO)c3ccccc3n2)nc2ccccc12	6.2	8.9	1.06	1.01	-2.8	-6.3	-4.1	-11.2	-0.8
Cc1nc(NC(=O)c2cccc(-c3cc4ccccc4oc3=O)c2)ccc1Br	-46.5	5.2	0.992	0.976	7.7	0.8	25.3	-49.2	2.4
Cc1ccc(CNC(=O)CS(=O)(=O)c2ccccc2)cc1	8.6	-3.5	1.1	1.05	-14.9	-10.5	-2.4	18.2	-4.7
COc1ccc(C(=O)OCC(=O)Nc2ccc(Cl)cn2)cc1	8.0	5.7	1.05	0.926	-18.1	-5.3	10.5	4.9	7.4
COc1ccc(C)cc1NC(=O)CCC(=O)Nc1nnc(C2CCCCC2)s1	3.1	-8.3	0.951	0.963	9.4	4.9	5.8	13.8	3.7
O=C(Cn1cc2c(n1)CCCC2)NCc1cccc(Cl)c1	13.0	8.2	0.95	0.938	-6.1	5.0	2.6	24.0	6.2
COC(=O)c1c(C)[nH]c(C(=O)OCc2ccc(F)cc2)c1C	17.1	-3.8	0.871	1.05	-0.9	12.9	14.1	9.1	-5.0
COc1ccc(N(C(=O)CNC(=O)c2cccs2)C(C(=O)NCC2CCCO2)c2ccc(OC)c(OC)c2)cc1 (centres undefined)	-6.3	-3.2	1.02	0.966	0.7	-2.2	22.0	-8.1	3.4
CCCn1c(NC(=O)C2CCN(S(=O)(=O)c3cccs3)CC2)nc2ccccc21	24.0	18.1	1.17	1.02	22.4	-16.8	13.8	34.0	-1.7
